# aSyn yeast rescue – alpha-synuclein toxicity suppression in yeast | S. cerevisiae alpha-synuclein toxicity rescue, BacTiter-Glo growth, 24 h | Potency, µM (top dose mostly 46.1 µM), inactives show top-dose growth rescue (activation), hits mostly activators | 94,000 tested, 0.02% active | AID 1347070; active = well fitted activation curve with a large enough effect; also: 0% is about no effect
#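 Growth restoration measured by BacTiter-Glo luminescence after 24 hr at 30 deg C; alpha-synuclein yeast, raffinose-pregrown to mid-log, were added at OD600=0.02 in galactose medium onto pinned compounds.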
# * hit, by the source's call; [ ] = another dose, or the depositor's remark. Potency is read from the fitted curve at half-maximal effect. These rows are one share of the data (hit frequency here may not be typical).
SMILES,aSyn yeast rescue
Cc1c(C)n(Cc2ccccc2)c2ccc(C(=O)NCc3ccc(OC(C)C)cc3)cc12,0%
COc1ccc2c(C)cc(SCC(=O)Nc3cc(C(N)=O)cc(C(N)=O)c3)nc2c1,1%
CCC(C(=O)OCC(=O)Nc1ccc(OC)cc1OC)c1ccccc1 (stereo not given),10%
CCOc1ccc(CN2CCN(Cc3c(C)nn(CC)c3C)CC2CCO)cc1 (stereo not given),1%
CCOc1ccc(S(=O)(=O)c2cn(Cc3cc(C)ccc3C)c3ccc(OCC)cc3c2=O)cc1,2%
O=C(COC(=O)/C=C/c1cccc(Cl)c1)NCCc1ccc(Cl)cc1Cl,-4%
CCNS(=O)(=O)c1cc(-c2nnc(Nc3cccc(C(F)(F)F)c3)c3ccccc23)ccc1C,-3%
CCCS(=O)(=O)c1nc(S(=O)(=O)c2ccc(C)cc2)c(N2CCCCC2)s1,3%
O=[N+]([O-])c1cccc(-c2cc(-c3cc(Br)ccc3O)[nH]n2)c1,-17%
N#Cc1ccc(C(=O)Nc2ccc3c(c2)N(C2CCCC2)C(=O)c2ccccc2S3)cc1,-11%
COc1ccc(NC(=O)CC2C(=O)N(c3ccc(OC)cc3)C(=O)N2Cc2ccc(OC)c(OC)c2)cc1 (stereo not given),-3%
CCOc1ccc(/C=N/NC(=O)c2ccc3nc[nH]c3c2)cc1OC,-1%
COc1ccc(NC(=O)c2ccc3nc(CCc4ccccc4)oc3c2)c(OC)c1,-11%
CC(COc1ccccc1)N1CCC(CO)(CCc2ccccc2)CC1 (stereo not given),4%
COCCCNC(=O)C1CCN(Cc2cc3ccccc3n2Cc2cccc(C)c2)CC1,5%
C[C@@H]1CCCCO[C@@H](CN(C)C(=O)c2ccccc2)[C@@H](C)CN([C@H](C)CO)C(=O)c2cc(N(C)C)ccc2O1,2%
CCOC(=O)N1CCC(NC(=O)c2cc3c(C)nc4ccccc4c3o2)CC1,-4%
COc1ccc(C2C(C(=O)Nc3ccccc3)=C(C)Nc3nc(SCC(=O)c4ccc(C)cc4)nn32)cc1 (stereo not given),-7%
CN(CCN1CCOCC1)Cc1nc(-c2ccc3c(c2)OCO3)no1,0%
CCN(CC)CCNc1cccc2sc3ccccc3c(=O)c12,-1%
CCOC(=O)Cn1c(=O)c2c(nc3n2CCCCN3c2ccc(OCC)cc2)n(C)c1=O,0%
Cc1ccc(C2=NC3(CCCC3)NC2=S)cc1,2%
COCCN(C(=O)COC(=O)c1ccc2c(c1)OCO2)c1c(N)n(Cc2ccccc2)c(=O)[nH]c1=O,0%
CCCC(=O)Nc1nnc(S(=O)(=O)N(C)Cc2ccc(Cl)cc2)s1,-2%
CCc1ccc(-c2nc(CN3CCC(C(=O)NCCc4ccc(C)cc4)CC3)c(C)o2)cc1,5%

# Single values from the entries so far:
# Result for Cc1ccc(C2=NC3(CCCC3)NC2=S)cc1 under aSyn yeast rescue: 2%
# Result for COc1ccc(NC(=O)CC2C(=O)N(c3ccc(OC)cc3)C(=O)N2Cc2ccc(OC)c(OC)c2)cc1 (stereo not given) under aSyn yeast rescue: -3%

# New compounds follow:
SMILES,aSyn yeast rescue
NS(=O)(=O)c1ccc(CNC(=O)C(Cc2ccccc2)NS(=O)(=O)c2ccccc2F)cc1 (stereo not given),0%
CCC(c1nnnn1C(C)(C)C)N1CCN(C(=O)c2ccco2)CC1 (stereo not given),-3%
Cc1cc2c(cc1C)C(c1cccc(OC(C)C)c1)CC(=O)N2 (stereo not given),0%
COC(=O)c1ccc(NC(=O)Nc2ccccc2C)cc1,-11%
CCc1ccc(-c2nc(SCC(=O)NCCOC)c(-c3ccc(C)cc3)[nH]2)cc1,-3%
Cc1ccc([C@H]2C[C@H](n3cc(C4CC4)nn3)[C@@H](O)CN2C(=O)c2cccs2)cc1,7%
Cc1ccc(-n2c3c(cc(C(=O)Nc4ccccc4C(N)=O)c2=O)C(=O)CC(C)(C)C3)cc1,5%
O=C(NCc1ccccc1)C1CCN(c2ncnc3c2nc2n3CCCCC2)CC1,2%
COc1ccc(CCn2c(C)cc(C(=O)CN3C(=O)C(=O)N(C4CCCC4)C3=O)c2C)cc1OC,-9%
CC(C)C1C(=O)N(Cc2cn(CC3CCCCC3)nn2)CCS(=O)(=O)N1Cc1ccc(-c2ccc(F)cc2)cc1 (stereo not given),13%
COc1cccc(-c2nnn(CC(=O)N(C3CCCCC3)C3CCS(=O)(=O)C3)n2)c1 (stereo not given),6%
C[C@@H]1CN([C@@H](C)CO)C(=O)c2cc(Br)cnc2O[C@H]1CN(C)C(=O)Cc1ccccn1,0%
CCCC(=O)N(c1ccc2oc(-c3ccccc3)c(C(=O)OCC)c2c1)S(=O)(=O)c1ccc(C)cc1,-17%
CCOc1ccccc1NC(=O)CCc1c(C)nn(-c2ccc(N3CCCCC3)nn2)c1C,1%
Cc1ccc(OCC(O)Cn2c(=N)n(CCN3CCCCC3)c3ccccc32)cc1 (stereo not given),3%
COc1ccc(NC(=O)C(C)N(c2ccccc2)S(C)(=O)=O)cc1 (stereo not given),-13%
COc1ccc(NC(=O)CN2C(=O)CSc3ccc(S(=O)(=O)N(C)C)cc32)cc1OC,0%
CC(C)CNC(=O)CN(C)S(=O)(=O)c1ccc(F)cc1,-4%
Cc1ccc(C(=O)Nc2ccc3ncccc3c2)cc1,-32%[inhibitor]
CCc1nnc2c(N3CCN(c4cccc(C(F)(F)F)c4)CC3)nc3ccccc3n12,-5%
CCOC(=O)c1cc(OC(=O)c2ccc(Cl)cc2)n(-c2ccccc2)n1,-15%
Cc1csc(NC(=O)c2ccc(Br)s2)n1,-31%[inhibitor]
COc1ccc(CCNC(=O)c2ccc(CS(=O)(=O)Cc3ccc(C)cc3)o2)cc1OC,1%
Cc1ccc(C)c(N2CCN(C(=O)C(CC(C)C)NS(=O)(=O)c3ccc4nc(C)sc4c3)CC2)c1 (stereo not given),8%
Cc1ccc(C(=O)N2CCN(c3ccccc3F)CC2)cc1NC(=O)c1nsc2ccccc12,6%
# The listing continues.
SMILES,aSyn yeast rescue
CCCc1nnc(SCC(=O)Nc2nc(C)cs2)n1CCOC,4%
C[C@@H]1CN([C@@H](C)CO)S(=O)(=O)c2ccc(-c3ccccc3)cc2O[C@@H]1CN(C)Cc1ccccc1C(=O)O,2%
COc1cc(Cl)ccc1NC(=S)N(CCN1CCOCC1)C1CCN(C(C)=O)CC1,-7%
O=c1n(Cc2ccc(Cl)cc2)nc2n1-c1ccccc1OC2,3%
Cc1ccc(N2C(=O)CN=C2Nc2nc(C)cc(C)n2)cc1,-21%
Cn1c(=O)oc2cc(S(=O)(=O)Nc3ccccc3O)ccc21,0%
CN1CCC(N(C)C(=O)CCc2nc3ccccc3n2-c2ccccc2)CC1,5%
CC1=C(C(=O)Nc2ccc(C)cc2C)C(c2ccc(O)cc2)n2nc(SCC(=O)c3ccc(C)cc3)nc2N1 (stereo not given),-5%
CC(C)=CCN1CCN(Cc2cnc(N3CCOCC3)s2)CC1CCO (stereo not given),-7%
Cc1cc(NC(=O)c2ccc(F)cc2)n(-c2ccccc2)n1,-6%
CCOc1ccc(OCC(=O)NCCS(=O)(=O)N2CCN(c3cccc(Cl)c3)CC2)cc1,-8%
CC(C)(C)OC(=O)N1CCC(c2c(C(=O)N3CCCCC3)cnn2-c2ccccc2Cl)CC1,1%
Cc1cc(F)ccc1NC(=O)C1CCCN(C(=O)c2cnn(-c3ccccc3)c2-n2cccc2)C1 (stereo not given),4%
Cc1ccc(C(=O)OCC(=O)N2C(C)CCCC2C)cc1S(=O)(=O)N1CCCCC1 (stereo not given),-8%
CC12CCC3c4ccccc4CCC3(CO1)C2 (stereo not given),-9%
O=C(Nc1cccc(O)c1)c1ccc(C(F)(F)F)cc1,-12%
COCCn1c(C)cc(O)c(C(c2cccc(F)c2)N2CCN(c3ccccc3)CC2)c1=O (stereo not given),4%
CC1=C(C(N)=O)C(c2ccc(C)cc2)n2nc(SCc3ccccc3F)nc2N1 (stereo not given),-9%
Cc1cc(C)c2c(=O)n3c(nc2c1)C(Cc1ccccc1)NC(=O)c1cc2ccccc2cc1-3 (stereo not given),8%
COc1ccc(CCNC(=O)c2cc3sccc3n2Cc2ccc(Cl)cc2)cc1OC,2%
COc1ccc(N2CCN(S(=O)(=O)CCNC(=O)c3cc(=O)c4ccccc4o3)CC2)cc1,-5%
NC(N)=NC(N)=Nc1ccc(O)cc1,9%
O=C(NCCCn1ccnc1)C(=O)NCC(c1cccnc1)N1CCN(c2ccc(F)cc2)CC1 (stereo not given),7%
COC(=O)c1ccc(N(CC(=O)NC2CCCCC2)C(=O)CNC(=O)c2ccco2)cc1,6%
CN(C)C(=O)CNC(=O)CN1C(=O)NC2(CCCc3sccc32)C1=O (stereo not given),2%
# Other entries follow:
SMILES,aSyn yeast rescue
COc1ccc(NC(=O)c2cccc(S(=O)(=O)Nc3ccc(Br)cc3)c2)cn1,-5%
Cc1cc2ccccn2c1C(=O)Nc1cccc(Cl)c1,-5%
CCOC(=O)C(=NC1CCS(=O)(=O)C1)NNc1cc(Cl)ccc1Cl (stereo not given),3%
O=c1ccn(-c2ccccc2)[nH]1,3%
CC(C)OC(=O)N(C)C[C@@H]1OCc2cnnn2CCCC(=O)N([C@@H](C)CO)C[C@H]1C,4%
O=C(O)C1(c2ccccc2)CCN(S(=O)(=O)c2ccc(F)c(F)c2)CC1,11%
CCOc1ccc(Nc2sc(C(=O)c3ccc4c(c3)OCO4)c(N)c2S(=O)(=O)c2ccc(C)cc2)cc1,-10%
Cn1c(=O)c2c(ncn2CC(=O)OCC(=O)Nc2cccc(Cl)c2)n(C)c1=O,4%
O=C(NCC1CCN(S(=O)(=O)c2ccccc2)CC1)Nc1ccc(F)cc1,-10%
Cc1cc(C)n(CCN(C)Cc2nc(Cc3ccccc3F)no2)n1,0%
O=C(NCc1ccc2[nH]c3c(c2c1)CCCC3)c1ccc(S(=O)(=O)N2CCCC2)cc1,-3%
Cc1cc(C)c(NC(=O)Cn2nnc(S(=O)(=O)c3ccc(C)c(C)c3)c2N)c(C)c1,4%
COc1cccc(CN(C)C(=O)c2cccc(S(=O)(=O)N3CCN(c4ccccc4)CC3)c2)c1,19%
Cc1ccccc1NS(=O)(=O)c1ccc2[nH]cc(C(=O)NC(C)c3ccccc3)c(=O)c2c1 (stereo not given),7%
CC1CCN(CC(O)CN2c3ccccc3Sc3ccccc32)CC1 (stereo not given),-4%
CCc1noc(C)c1C(=O)N(C)CC(=O)Nc1ccc(Cl)c(Cl)c1,0%
O=C(CSc1nnc(-c2ccccc2)c(-c2ccccc2)n1)NCCc1ccccc1,0%
Cc1ccc(Sc2ccc(N3CCCC(C(=O)Nc4ccc(F)cc4)C3)nn2)cc1 (stereo not given),-2%
O=C(CCCc1ccccc1)Nc1ccc(S(=O)(=O)N2CCOCC2)cc1,14%
Cc1ccc(C)c(NC(=O)C(C)N(c2ccccc2)S(C)(=O)=O)c1 (stereo not given),-3%
Cc1ccc(-c2cc3c(n2-c2ccc(F)cc2)CC(C)(C)CC3=O)cc1,0%
COc1ccccc1CNC(=O)C1CCN(C(=O)c2sccc2-n2cccc2)CC1,-7%
O=C(CSc1nc(=O)n(CCN2CCOCC2)c2c1CCC2)Nc1cccc(Cl)c1,1%
CCS(=O)(=O)c1ncc(Cl)c(C(=O)Nc2c(C(=O)Nc3cccc(C)c3)oc3ccccc23)n1,2%
O=C(c1ccccc1Cl)N1CCN(CCc2ccccn2)CC1,-2%

# Ordered by molecular weight (smallest number first): part of the list above
SMILES,aSyn yeast rescue
O=c1ccn(-c2ccccc2)[nH]1,3%
Cc1cc2ccccn2c1C(=O)Nc1cccc(Cl)c1,-5%
Cc1cc(C)n(CCN(C)Cc2nc(Cc3ccccc3F)no2)n1,0%
Cc1ccc(C)c(NC(=O)C(C)N(c2ccccc2)S(C)(=O)=O)c1 (stereo not given),-3%
CC1CCN(CC(O)CN2c3ccccc3Sc3ccccc32)CC1 (stereo not given),-4%
CCc1noc(C)c1C(=O)N(C)CC(=O)Nc1ccc(Cl)c(Cl)c1,0%
O=C(O)C1(c2ccccc2)CCN(S(=O)(=O)c2ccc(F)c(F)c2)CC1,11%
O=C(CCCc1ccccc1)Nc1ccc(S(=O)(=O)N2CCOCC2)cc1,14%
O=C(NCC1CCN(S(=O)(=O)c2ccccc2)CC1)Nc1ccc(F)cc1,-10%
Cn1c(=O)c2c(ncn2CC(=O)OCC(=O)Nc2cccc(Cl)c2)n(C)c1=O,4%
Cc1ccc(Sc2ccc(N3CCCC(C(=O)Nc4ccc(F)cc4)C3)nn2)cc1 (stereo not given),-2%
CC(C)OC(=O)N(C)C[C@@H]1OCc2cnnn2CCCC(=O)N([C@@H](C)CO)C[C@H]1C,4%
Cc1cc(C)c(NC(=O)Cn2nnc(S(=O)(=O)c3ccc(C)c(C)c3)c2N)c(C)c1,4%
O=C(CSc1nc(=O)n(CCN2CCOCC2)c2c1CCC2)Nc1cccc(Cl)c1,1%
Cc1ccccc1NS(=O)(=O)c1ccc2[nH]cc(C(=O)NC(C)c3ccccc3)c(=O)c2c1 (stereo not given),7%
COc1cccc(CN(C)C(=O)c2cccc(S(=O)(=O)N3CCN(c4ccccc4)CC3)c2)c1,19%
CCS(=O)(=O)c1ncc(Cl)c(C(=O)Nc2c(C(=O)Nc3cccc(C)c3)oc3ccccc23)n1,2%
CCOc1ccc(Nc2sc(C(=O)c3ccc4c(c3)OCO4)c(N)c2S(=O)(=O)c2ccc(C)cc2)cc1,-10%

# The results go on:
SMILES,aSyn yeast rescue
CCOc1ccc(NC(=O)CSC2=Nc3ccccc3C3=NC(CC(=O)NCc4ccco4)C(=O)N23)cc1 (stereo not given),3%
Cc1ccc(NC(=O)CN2CCN(C(=O)c3ccco3)CC2)cc1,-11%
CCOc1ccc(Nc2nc(-c3cccc(Cl)c3)c3c(n2)-c2ccccc2OC3)cc1,2%
O=S(=O)(Nc1nc2ccccc2nc1-[n+]1cccc(N=C([O-])c2ccc(Cl)cc2)c1)c1ccccc1,10%
Cc1ccc(C(=O)c2oc3ccccc3c2NC(=O)Cc2ccccc2)cc1,5%
COc1cccc(-n2cc(C(=O)NCc3ccccc3OC)c3ccccc3c2=O)c1,21%

# From PubChem
